Screens (PubChem BioAssay)
SW480 rerep – A quantitative high throughput screen for small molecules that induce DNA re-replication in SW480 colon adenocarcinoma cells; AID 624297, 2012; SW480 DNA re-replication, Hoechst DNA content imaging, 48 h; Potency, µM (doses to about 46.1 µM), without a hit: at the top dose re-replication activation, usual class: activators; 1.8% of 340,000 active; note: potency is the fitted concentration of half-maximal effect; % of control where 0% means no effect; nearly all actives have a fitted effect of over 55% in size
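First, 250 cells per well were seeded. Next, compound or vehicle (23 nL) was pinned in, plates sat 48 hr at 37 C. Finally Hoechst was added for 40 min before fluorescence scanning.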
KB-V1 cytotox – qHTS assay for MDR1-selective chemotherapeutics: Primary screen using the drug-selected MDR subline cells KB-V1. 3.4% of 400,000 active. Potency, µM (titrated, usually from 46.1 µM), for inactives: at the top dose activity change, negative = cytotoxicity, usual class: cytotoxic. KB-V1 MDR cells viability, CellTiter-Glo, 72 h; note: potency is the fitted concentration of half-maximal effect; % is set by controls: 0 for no effect and ±100 for the full control effect; nearly all actives have a fitted effect of over 60% in size
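Cytotoxicity via CellTiter-Glo luminescence after 72 h compound exposure at 37 degrees C. Cells: drug-selected KB-V1 line, DMEM phenol-red free plus 10% FBS. Compounds tested at multiple concentrations; normalized data fitted to concentration-effect curves.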
D3 ag – qHTS of D3 Dopamine Receptor Agonist: qHTS. max activation, %. 0.58% of 410,000 active. D3R DiscoveRx beta-arrestin cells, luminescence, 90 min. D(3) dopamine receptor (Homo sapiens), P35462. AID 652048, 2013; in the data active = max activation above about 30%; note: 0% is about no effect; mostly tested at two doses, the higher about 12 µM
Target sequence (P35462 whole entry, looked up): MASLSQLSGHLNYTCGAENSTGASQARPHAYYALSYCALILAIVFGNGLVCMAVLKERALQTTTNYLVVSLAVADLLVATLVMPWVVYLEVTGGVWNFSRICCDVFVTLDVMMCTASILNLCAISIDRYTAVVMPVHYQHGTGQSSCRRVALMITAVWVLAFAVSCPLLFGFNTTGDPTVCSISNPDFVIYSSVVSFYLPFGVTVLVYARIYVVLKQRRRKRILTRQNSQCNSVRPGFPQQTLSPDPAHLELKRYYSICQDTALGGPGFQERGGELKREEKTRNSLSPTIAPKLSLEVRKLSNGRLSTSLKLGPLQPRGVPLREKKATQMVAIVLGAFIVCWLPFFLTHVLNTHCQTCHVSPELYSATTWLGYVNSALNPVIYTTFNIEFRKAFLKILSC
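Agonist mode: compounds and dopamine controls were applied to plated cells for 90 min at 37 degrees C after an overnight attachment at 1500 cells/well. Luminescent read-out followed 30 - 60 minutes at room temperature with DiscoveRx detection reagent.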
HT1080-NT tox – qHTS for induction of synthetic lethality in tumor cells producing 2HG: qHTS for the HT-1080-NT fibrosarcoma cell line. 1.6% of 360,000 active. Potency, µM (doses to about 46.1 µM), for inactives: at the highest dose activity, negative = less viability, usual class: cytotoxic. HT-1080-NT fibrosarcoma viability, CellTiter-Glo ATP luminescence, 48 h. AID 686970, 2013;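 note: NT is the 2HG producing partner of a matched IDH1 knockdown line; potency is the fitted concentration of half-maximal effect; 0% = DMSO-treated cells and -100% = media-only wells without cells; nearly all actives have a fitted effect of over 55% in size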
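750 cells/well, RPMI + 5% FBS; 2 h settle, compound pin-transfer, 48 h at 37 degrees C. CellTiter-Glo 10 min RT, luminescence. Normalized to DMSO and media-only wells.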
D3 antag – qHTS of D3 Dopamine Receptor Antagonist: qHTS. D(3) dopamine receptor (Homo sapiens), P35462. D3R cells, DiscoveRx beta-arrestin luminescence, antagonist mode; stronger effect = lower value. max response, negative = inhibition, %. 2.5% of 360,000 active. AID 652054, 2013; in the data active = max response below about -50%; inconclusive = no clear call, values can overlap the other calls; note: % is set by controls: 0 for no effect and ±100 for the full control effect; mostly tested at two doses, the higher about 12 µM
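Cells plated overnight at 1500 cells/well, then exposed to library compounds with dopamine controls for 90 minutes at 37 degrees C. DiscoveRx reagent added for 30–60 minutes at room temperature; luminescence read, quantitative HTS format.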
GLP1R ag – qHTS of GLP-1 Receptor Agonists; HEK293 GLP-1R CRE-luciferase, luminescence, 4-6 h; cells express a hypersensitive GLP-1R form; Potency, µM (doses to about 45.6 µM), for the others: at the top dose activation, actives largely listed as activators; Glucagon-like peptide 1 receptor (Homo sapiens), P43220; 0.007% of 380,000 active; AID 624172, 2012; note: potency is the fitted concentration of half-maximal effect; % of control where 0% means no effect
Target sequence (P43220 whole entry, looked up): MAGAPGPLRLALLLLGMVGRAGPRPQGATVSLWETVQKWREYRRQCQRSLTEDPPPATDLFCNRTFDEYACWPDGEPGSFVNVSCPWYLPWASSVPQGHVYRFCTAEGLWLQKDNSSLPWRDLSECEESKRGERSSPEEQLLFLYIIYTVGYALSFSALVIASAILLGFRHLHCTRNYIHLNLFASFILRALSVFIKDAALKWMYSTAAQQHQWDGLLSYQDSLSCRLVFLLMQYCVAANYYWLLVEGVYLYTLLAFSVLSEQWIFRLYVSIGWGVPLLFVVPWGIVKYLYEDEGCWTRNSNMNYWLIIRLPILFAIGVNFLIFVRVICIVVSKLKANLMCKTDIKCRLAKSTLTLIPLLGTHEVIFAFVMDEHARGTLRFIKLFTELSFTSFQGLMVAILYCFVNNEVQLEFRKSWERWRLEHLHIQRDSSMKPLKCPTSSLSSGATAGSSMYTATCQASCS
HT1080 IDH1KD tx – qHTS for induction of synthetic lethality in tumor cells producing 2HG: qHTS for the HT-1080-IDH1KD cell line. Potency, µM (top dose mostly 46.1 µM), inactives show at the highest dose activity, negative = toxicity, actives largely listed as cytotoxic. AID 686971, 2013. 2% of 360,000 active. HT-1080 IDH1 knockdown viability, ATP luminescence, 48 h;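 note: potency is the fitted concentration of half-maximal effect; 0% = DMSO wells and -100% = cell-free medium wells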
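Cytotoxicity counter-line: IDH1KD HT-1080, 48 h, CellTiter-Glo. Curves classed by r2, magnitude and activity.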
KB-3-1 tox – qHTS assay for MDR1-selective chemotherapeutics: Primary screen using the parental adenocarcinoma cell KB-3-1; KB-3-1 viability, CellTiter-Glo ATP luminescence, 72 h; Potency, µM (series often up to 46.1 µM), inactives show top-dose activity change, negative = cytotoxic, hits mostly cytotoxic; 1.4% of 400,000 active; AID 1347075, 2019; note: potency is the fitted concentration of half-maximal effect; % is set by controls: 0 for no effect and ±100 for the full control effect; nearly all actives have a fitted effect of over 60% in size
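Cytotoxicity in the drug-sensitive parental line KB-3-1 was scored as loss of CellTiter-Glo luminescence following 72 h incubation with compound. Values come from curve fitting of normalized concentration-response data.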
IL-1B inflam inh – qHTS for Inhibitors of Inflammasome Signaling: IL-1-beta AlphaLISA Primary Screen; THP-1 LPS/ATP IL-1B secretion, AlphaLISA, 16 h; stronger effect = lower value; activity change, % at 57.5 µM; 4.7% of 360,000 active; in the data active = activity change below about -50%; inconclusive = mostly about -30% to -49%; note: % is set by controls: 0 for no effect and ±100 for the full control effect
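Secreted IL-1B measured by AlphaLISA bead assay after 16 h compound exposure of THP-1 cells; compounds (final up to 57.5 uM) added 1 h before LPS (250 ng/mL) and ATP (1.25 mM) stimulation; lower signal means less secretion.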
Starred values were filed as active, the others as inactive; ? = inconclusive; nt = no result given; & = joins results of further samples; [ ] = dose if it differs, or a comment. Unless noted, calls come from the whole dose curve; as a rule, active = well fitted curve in the direction sought with a large enough effect; inconclusive = small, poorly fitted or top-dose-only effect, or another doubt; inactive = no such curve, though single readings can be large; an effect the other way counts as inactive or inconclusive.

SMILES	SW480 rerep	KB-V1 cytotox	D3 ag	HT1080-NT tox	D3 antag	GLP1R ag	HT1080 IDH1KD tx	KB-3-1 tox	IL-1B inflam inh
C[C@H](NC(=O)c1nc[nH]c1C(=O)NCC(=O)OCc1ccccc1)C(=O)OC(C)(C)C	3%	11%	19	5%	67	-5%	1%	20%	-2
COc1ccc(-c2nnc(NC(=O)c3ccco3)s2)cc1	4%	15%	3	-1%	-16	7%	-1%	-4%	-16
COc1ccc(NC(=O)C2CCCN(S(=O)(=O)c3cccnc3)C2)cc1 (configuration not stated)	2%	1%	1	0%	18	-5%	-4%	5%	9
COc1ccc(-c2cc(C(=O)NNC(=O)c3csc(N4CCOCC4)n3)c3ccccc3n2)cc1OC	-385%[inhibitor]	-23%	15	-13%	70	16%	-14%	10%	-16
CCNc1nc(NC(C)(C)C)nc(Oc2ccc(=O)n(-c3ccccc3)n2)n1	-66%[inhibitor]	-9%&0%	-1&-2	-13%	1	14%	-5%	0%&-5%	17
c1ccc(Cn2cc(CN3CCCCO3)c(-c3ccc4c(c3)OCO4)n2)cc1	?	-11%	3	-2%	23	3%	3%	-8%	21
Clc1ccc(CSc2nnc([C@@H]3CCCN3)o2)cc1	-7%	23%	-15	-3%	-9	6%	-4%	5%	10
O=c1c(Cc2ccc(F)cc2)c(O)ccn1C1CC1	2%	0%	1	6%	1	1%	11%	-2%	21
NS(=O)(=O)c1cc(C(=O)OCC(=O)c2ccc3c(c2)OCCO3)ccc1Cl	-29%	-2%	4	-18%	9	-2%	-24%	3%	25
N#Cc1c(Nc2cccc(F)c2)sc2c(O)cc(=O)[nH]c12	-1%	10%	7	-1%	10	12%	6%	?	-5
CCN(CC)CCCN=C1N[C@@H](c2ccccc2)C(C(=O)OC)=C(C)N1CC	-1%	-23%	15	-2%	5	8%	-16%	4%	-13
CCCN1Cc2cccc(C(=O)Nc3ccc(S(=O)(=O)N4CCCCCC4)cc3)c2C1=O	-4%	-19%	6	5%	1	-1%	11%	?	9
CC(=O)NC1=NN(C(C)=O)C2(CCCCC2)S1	?	14%	3	3%	5	6%	-27%	17%	-5
CCN1CCN(S(=O)(=O)Cc2ccccc2Cl)CC1	-6%	16%	0	3%	1	1%	7%	19%	-18
CC1CN(c2cc(=O)n(-c3cccc(Br)c3)c(=O)[nH]2)CC(C)O1 (configuration not stated)	-3%	2%	3	-1%	3	-5%	6%	7%	21
COCCNC(=O)c1cc(S(=O)(=O)N2CCOCC2)ccc1SCc1cccc(OC)c1OC	9%	?	-6	9%	1	9%	0%	-3%	-10
Cc1ccc(NC(=O)CSc2nc(NS(=O)(=O)c3ccc(C)cc3)cc(=O)[nH]2)cc1	0%	4.1µM*	-17	-24%	24	4%	-20%	3%	-1
O=C(Cn1cnc2ccccc21)OCC(=O)N1CCCCC1	0%	6%	5	0%	18	-15%	21%	-4%	-11
Cn1nc(-c2ccc(C(=O)Nc3cccnc3)cc2)c2ccccc2c1=O	2%	-8%	0	8%	8	-2%	-1%	2%	-15
COc1cc(NC(=O)c2cccs2)c(C(=O)OCC(=O)c2cc(C)n(-c3ccc(F)cc3)c2C)cc1OC	-5%	17%	1	13%	38	-1%	17%	21%	28
O=c1[nH]cnc2sc3c(c12)CCCCC3	-5%	-5%	-9	-3%	25	6%	-5%	17%	17
Cc1ccc(S(=O)(=O)N(C)c2ccc(OCC(=O)Nc3nnc(C4CC4)s3)cc2)cc1	-1%	-24%	-18	-1%	?	11%	-5%	-3%	39
CC1CN(C(=O)c2cc3cc(F)ccc3[nH]2)CC(C)O1 (configuration not stated)	5%	10%	2	-1%	5	0%	0%	3%	16
COc1ccc(CCNC(=O)Cn2c(=O)n(CCCC(=O)NCc3ccco3)c(=O)c3sccc32)cc1OC	0%	6%	0	-1%	-4	-5%	-2%	2%	-2
CC[C@]12C(=O)N(C)C[C@H]([C@@H]3C(=O)N(C)C(=O)[C@@H]31)N2C(=O)c1ccc(C(F)(F)F)cc1	-3%	0%	4	20%	5	-4%	6%	7%	10
Cc1ccc(-c2nnn(CC(=O)N(CC3CCCO3)C(C(=O)NC3CCCC3)c3ccc(F)cc3)n2)o1 (configuration not stated)	-2%	3%	-3	-12%	12	-1%	-17%	17%	-18
COc1ccc(NC(=O)C2C3C=CC4(O3)C2C(=O)N(CCN2CCCCC2C)C4C(=O)NC2CCCC(C)C2C)cc1 (configuration not stated)	22%	9%	0	-28%	-12	14%	-14%	-15%	-8
COc1ccccc1C(CNC(=O)c1cccc(S(=O)(=O)Nc2ccc(F)cc2)c1)N(C)C (configuration not stated)	8%	0%	-18	-11%	-24	-7%	-15%	14%	-10
Cn1nc(C(C)(C)C)cc1C(=O)N1CCCC(c2cc(C(=O)NCc3ccccc3)no2)C1 (configuration not stated)	nt	?	-22	12%	-6	1%	4%	0%	-8
Cc1ccc(NC(=O)Cn2nc(C(=O)O)c3ccccc3c2=O)cc1S(=O)(=O)N1CCOCC1	1%	0%	0	4%	11	-3%	0%	2%	-2
Cc1ccc2c(c1)N(C(=O)CCC(=O)NCCCN1CCC(Cc3ccccc3)CC1)CCO2	?	-6%	-10	?	?	9%	?	0%	-28
COc1cc2c3nnc(-c4ccccc4)c-3cn(Cc3ccccc3F)c2cc1OC	23µM*	1%	-5	?	-4	22%	?	?	-115*
CN(CC(=O)Nc1cccc(F)c1)C(=O)CC1CCCC1	3%	-22%	1	-6%	12	1%	-3%	9%	0
Cn1c(=O)c2[nH]c(CNc3ccc(C(=O)O)cc3)nc2n(C)c1=O	-9%	-17%	-4	2%	0	-6%	-1%	?	13
COc1ccc(NS(=O)(=O)c2ccc(NS(=O)(=O)c3ccc(SC)cc3)cc2)c(OC)c1	17%	?	-30	-7%	-20	-2%	-11%	-2%	10
CN(C(=O)COC(=O)C(C)(C)Oc1ccc(Cl)cc1)c1c(N)n(Cc2ccccc2)c(=O)[nH]c1=O	-1%	1%	-6	0%	11	-4%	-2%	1%	-1
COc1ccccc1NC(=O)/C(=C\c1cccnc1)NC(=O)c1ccc(C)cc1	-2%	-8%	-18	-6%	-3	3%	-3%	3%	6
Cc1[nH]c(-c2ccc(F)cc2)cc1C(=O)N1CCN(c2cccc(Cl)c2)CC1	?	?	4	?	?	6%	?	4%	-87*
O=C(NCc1cccnc1)c1ccc2c(=O)n(CCCN3CCCC3=O)c(=S)[nH]c2c1	-1%	16%	-5	2%	16	-10%	-2%	15%	11
Cc1ccc(C(=O)C(C)OC(=O)Cc2n[nH]c(=O)c3ccccc23)cc1 (configuration not stated)	?	?	15	-13%	20	-6%	-13%	?	9
O=C(COc1ccc(-n2cnnn2)cc1)NC(=O)NCc1ccccc1	-1%	0%	-6	-5%	12	0%	-19%	-30%	17
CC(C)c1ccc(-n2ccnc2SCC(=O)O)cc1	-4%	25%	-1	0%	4	7%	2%	11%	11
CC(=O)N1c2ccc(S(=O)(=O)NCC3CCC(C(=O)Nc4ccc(C)cn4)CC3)cc2CC1C (configuration not stated)	1%	?	3	?	1	0%	-18%	?	?

Some of these compounds in order of molecular weight, low to high:
SMILES	SW480 rerep	KB-V1 cytotox	D3 ag	HT1080-NT tox	D3 antag	GLP1R ag	HT1080 IDH1KD tx	KB-3-1 tox	IL-1B inflam inh
CC(C)c1ccc(-n2ccnc2SCC(=O)O)cc1	-4%	25%	-1	0%	4	7%	2%	11%	11
CN(CC(=O)Nc1cccc(F)c1)C(=O)CC1CCCC1	3%	-22%	1	-6%	12	1%	-3%	9%	0
Cc1ccc(C(=O)C(C)OC(=O)Cc2n[nH]c(=O)c3ccccc23)cc1 (configuration not stated)	?	?	15	-13%	20	-6%	-13%	?	9
Cc1[nH]c(-c2ccc(F)cc2)cc1C(=O)N1CCN(c2cccc(Cl)c2)CC1	?	?	4	?	?	6%	?	4%	-87*
O=C(NCc1cccnc1)c1ccc2c(=O)n(CCCN3CCCC3=O)c(=S)[nH]c2c1	-1%	16%	-5	2%	16	-10%	-2%	15%	11
CC(=O)N1c2ccc(S(=O)(=O)NCC3CCC(C(=O)Nc4ccc(C)cn4)CC3)cc2CC1C (configuration not stated)	1%	?	3	?	1	0%	-18%	?	?
COc1ccc(NS(=O)(=O)c2ccc(NS(=O)(=O)c3ccc(SC)cc3)cc2)c(OC)c1	17%	?	-30	-7%	-20	-2%	-11%	-2%	10
CN(C(=O)COC(=O)C(C)(C)Oc1ccc(Cl)cc1)c1c(N)n(Cc2ccccc2)c(=O)[nH]c1=O	-1%	1%	-6	0%	11	-4%	-2%	1%	-1
